GPR55 LPI antagonism: GPR55 antagonists blocking LPI-driven arrestin recruitment, primary screen, imaging, U2OS, beta-arrestin-GFP, LPI agonist (AID 2013); U2OS GPR55 beta-arrestin-GFP translocation imaging, LPI antagonism; higher % means a stronger effect; inhibition, % at 10 µM, or IC50 in µM where a hit was titrated; 290,000 compounds, 0.13% hits;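 active = spots per cell inhibited over 60%, with over 100 cells counted and total cytoplasm intensity under 500,000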;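 note: U2OS cells stably carrying GPR55 and arrestin-GFP stimulated by 5 µM LPI near EC80; imaged beta-arrestin-GFP aggregate spots per cell after agonist stimulation; plate controls were LPI-stimulated DMSO wells for no effect and DMSO wells without LPI for full effect; some results filed as inactive read as strong as hits; confirmed hits need IC50 under 10 µM and bright autofluorescent wells are also inconclusive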
NOD1 inhibition: inhibition of NOD1-driven NF-kB reporter – cell-based, luminescence, uHTS, primary screen (AID 1578); 290,000 compounds, 1% hits; inhibition, % at 4 µM; hits with a dose series show EC50 in µM; NOD1-driven NF-kB luciferase reporter cells, luminescence; higher % means a stronger effect; in the data active = inhibition mostly above about 36%, no sharp cut-off; inactive = mostly below about 34%;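 note: HEK-293T reporter cells stimulated with the NOD1 agonist gamma-tri-DAP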
Myeloid diff 2: promotes myeloid progenitor differentiation. ER-HoxA9 myeloid progenitors, lysozyme-GFP differentiation, flow cytometry. calls only at 10 µM. 360,000 compounds, 1% hits;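 active = normalized GFP-positive differentiation at or above the plate's own cutoff, the solvent-only control mean plus 3 SD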;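 note: cells exposed to compound for four days before flow analysis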
GPR35 arrestin U2OS: inhibition of zaprinast-stimulated GPR35 beta-arrestin translocation – imaging, U2OS, beta-arrestin-GFP, zaprinast agonist, primary screen (AID 2058) | 290,000 compounds, 0.052% hits | inhibition, % at 10 µM, or IC50 in µM where a hit was titrated | U2OS GPR35 beta-arrestin-GFP translocation imaging, zaprinast antagonism; higher % means a stronger effect;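 active = inhibition of at least 50% with at least 30 cells and total cytoplasm GFP at most 10,000,000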
KOR beta-arrestin-1: kappa opioid receptor activators – cell-based, luminescence, uHTS, primary screen (AID 1777); 280,000 compounds, 0.02% hits; activation, % at 10 µM; hits with a dose series show EC50 in µM; KOR beta-arrestin recruitment, luminescence; higher % means a stronger effect; in the data active = activation above about 50%, passing the limit was not always enough; note: a part of the inactive calls stands beside numbers as strong as those of hits
HIV fusion peptide: cell-free HIV fusion peptide-binding blockers – biochemical, uHTS, fluorescence dequenching, primary screen (AID 1986); cell-free peptide binding, fluorescence dequenching, 30 min; higher % means a stronger effect; 290,000 compounds, 0.3% hits; inhibition, % at 20 µM; hits with a dose series show IC50 in µM; in the data active = inhibition mostly above about 52%, no sharp cut-off; inactive = mostly below about 76%; note: some results filed as inactive read as strong as hits
NOD2 inhibition: NOD2 signaling inhibitors, cell-based, luminescence, uHTS, HEK293 (AID 1566); one-dose inhibition, % at 4 µM; EC50 in µM for titrated hits; HEK293 NOD2/NF-kB luciferase reporter, luminescence; higher % means a stronger effect; 290,000 compounds, 0.63% hits; note: many of its hits are not listed in these tables
KOR beta-arrestin-2: kappa opioid receptor blockers – cell-based, luminescence, uHTS (AID 1778); 290,000 compounds, 0.091% hits; inhibition, % at 10 µM; hits with a dose series show IC50 in µM; KOR beta-arrestin recruitment, luminescence, antagonist mode; higher % means a stronger effect; note: strong numbers were not always called active
GPR55 beta-arrestin: selective activators of receptor GPR55 – imaging, U2OS cells, beta-arrestin-GFP redistribution, primary screen (AID 1961); U2OS GPR55 beta-arrestin-GFP redistribution imaging; higher % means a stronger effect; one-dose activation, % at 10 µM; EC50 in µM for titrated hits; 290,000 compounds, 0.048% hits;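 active = activation above 40% with more than 50 cells counted in the well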;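 note: U2OS osteosarcoma cells stably expressing GPR55 and beta-arrestin-GFP; plate controls were DMSO negative control for no effect and LPI positive control for full effect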
Myeloid diff 2 GFP+ MAC1+ %: further read-out of Myeloid diff 2, marked with its call; GFP+ MAC1+ double positive, %; measured here: differentiation confirmed by MAC1 staining
* = called active by the depositor; i = inactive; · = no result given; [ ] = dose if it differs, or a comment. Cut-off read from the data, not from the text of the source, unless noted: active = inhibition above about 50%; inactive = the rest. An excerpt (hit frequency here may not be typical).

SMILES | GPR55 LPI antagonism | NOD1 inhibition | Myeloid diff 2 | Myeloid diff 2 GFP+ MAC1+ % | GPR35 arrestin U2OS | KOR beta-arrestin-1 | HIV fusion peptide | NOD2 inhibition | KOR beta-arrestin-2 | GPR55 beta-arrestin
COc1cc2c(cc1OC)C(COc1ccccc1OC)N(C(=O)c1ccco1)CC2 (stereo unspecified) | -5% | -14% | i | 0.7 | 18% | 5.5% | 0.9% | -7% | -37% | -1.0%
CN1CCN(c2nc3c(c(=O)[nH]c(=O)n3C)n2Cc2ccc([N+](=O)[O-])cc2)CC1 | 2% | -24% | i | 0.2 | 5% | -2.1% | -0.3% | 3% | 19% | -0.1%
O=C(Cc1ccc([N+](=O)[O-])cc1)Nc1ccon1 | 6% | -33% | i | 3.1 | -2% | -0.1% | -0.3% | 6% | 8% | -0.1%
COc1ccccc1N1CCN(C(=O)CSc2nnc3c4ccccc4n(CC(=O)O)c3n2)CC1 | 4% | -23% | i | 0.9 | -7% | 0.4% | 4.5% | 9% | -14% | 0.2%
C=CCNC(=O)/C(C#N)=C/c1ccccc1OCc1ccc(C(=O)OC)cc1 | -3% | -27% | i | 1.4 | -5% | 2.6% | 2.9% | -26% | 24% | 1.7%
COC(=O)c1ccc(CSc2ccc3nnc(-c4ccccn4)n3n2)o1 | -6% | -32% | i | 2.3 | 3% | -1.3% | 0.6% | 5% | 22% | -0.1%
Cc1ccc(C(OCC(O)CNC(CO)C(O)c2ccc([N+](=O)[O-])cc2)c2ccccc2)cc1 (stereo unspecified) | 14% | -9% | · | · | 2% | -0.9% | -1.3% | -34% | -7% | -0.1%
Cn1ccnc1C(O)(c1ccccc1)c1ccccc1 | -1% | -9% | i | 0.2 | 7% | -0.1% | 0.2% | 7% | -14% | 0.3%
COc1ccccc1Sc1nc(-c2ccccn2)ncc1OC | -18% | -9% | i | 0.2 | -2% | 1.2% | 1.3% | -43% | 1% | -1.1%
CCc1cc(=O)oc2cc3occ(C)c3cc12 | 4% | 0% | i | 0.4 | 20% | -1.7% | -1.1% | 12% | · | 0.2%
CN1CCN(NC(=O)c2cn(-c3ccccc3)nc2-c2ccc(OC(F)F)cc2)CC1 | 6% | -11% | i | 0.7 | -14% | 6.6% | -0.6% | -3% | 1% | 0.1%
CCc1nc2ccc(C(=O)NCCc3ccc(OC)c(OC)c3)cc2nc1CC | -14% | -18% | i | 0.4 | -1% | -2.0% | -1.7% | 23% | -42% | -0.2%
COCCN(CCOC)S(=O)(=O)c1ccc(NC(=O)c2cnccn2)cc1 | 5% | -2% | i | 1.3 | 0% | -0.7% | 1.7% | -7% | -9%[20 µM] | -0.1%
O=c1cc(-c2ccccc2)oc2ccc(O)cc12 | 6% | -13% | i | 0.7 | 3% | 2.4% | -0.7% | 0% | 6% | -0.2%
CCOc1ccc(C(=O)Nc2ccccc2N2CCOCC2)cc1 | 12% | 17% | i | 0.8 | -1% | 2.8% | -3.5% | 11% | 30% | -0.1%
Cc1ccc(N2CN=c3s/c(=C\c4cccnc4)c(=O)n3C2)cc1 | -8% | 84%* | i | 0.5 | 3% | -4.1% | -0.9% | -12% | -27% | -0.2%
CN(C(=O)CS(=O)(=O)Cc1ccccc1Cl)c1ccccc1 | -1% | -14% | i | 0.4 | 7% | 0.5% | -0.9% | 8% | -57%[20 µM] | -0.1%
O=C(Cn1nnc(-c2ccncc2)n1)Nc1ccc2c(c1)CCC2 | -3% | 12% | i | 1.8 | 16% | -4.6% | -1.0% | 24% | 9% | -0.2%
CN(C)C=C1C(=O)c2ccccc2C1=O | 13% | -24% | i | 0.4 | 3% | -4.9% | -1.7% | -9% | 19% | -0.4%
CCc1onc(C)c1C(=O)Nc1cc(C)ccc1OC | -12% | 10% | i | 1.0 | 0% | -9.2% | -0.7% | 1% | -10% | 0.2%
Cc1c(NC(=O)Nc2ccc(Cl)cc2Cl)c(=O)n(-c2ccccc2)n1C | -1% | -42% | i | 0.4 | 1% | -1.7% | 0.5% | 5% | 11% | -0.4%
CC1CCCCC1NC(=O)COC(=O)COc1ccc(Cl)cc1 (stereo unspecified) | 10% | -12% | i | 1.3 | 9% | -7.5% | -0.9% | 12% | 7% | 0.2%
COc1cccc(C(=O)/C=C/Nc2cc(C)ccc2O)c1 | 2% | -43% | i | 1.1 | -4% | -5.9% | 2.2% | -76% | 14% | 0.0%
CCC(C)(C)n1nnnc1C(c1cccs1)N1CCN(Cc2ccccc2)CC1 (stereo unspecified) | -3% | -8% | i | 4.6 | 4% | -7.1% | 1.1% | -10% | 28% | -0.2%
CC(=O)C1=C(O)C(=O)N(Cc2ccco2)C1c1ccccc1 (stereo unspecified) | 0% | -16% | i | 4.7 | 1% | 1.8% | 15% | -15% | 1% | 0.5%
Cc1nc2c([nH]c3ccccc32)c(=O)n1N | 8% | -24% | i | 0.2 | -7% | -0.3% | 2.7% | 2% | -11% | -1.0%
O=c1[nH]c2cc3c(cc2cc1CN(Cc1cccnc1)Cc1nnnn1Cc1ccco1)OCCO3 | 5% | -4% | i | 8.1 | -3% | -0.6% | 29% | 16% | 18% | -0.1%
COc1ccc(N2CCN(C(=O)Cn3nnc(-c4ccc(OC)c(OC)c4)n3)CC2)cc1 | 1% | -10% | i | 4.7 | 4% | -5.2% | 0.1% | 0% | -41% | -0.2%
COc1ccc(CC(=O)NC(c2ccccc2)c2ccccc2)cc1S(=O)(=O)N1CCOCC1 | -15% | -28% | i | 0.6 | -10% | 6.2% | -1.0% | -9% | -30% | 0.6%
CCN(CC(=O)Nc1c(F)cccc1F)C(=O)C1CC(=O)N(c2ccccc2OC)C1 (stereo unspecified) | -11% | 10% | i | 5.8 | -18% | 9.1% | 0.3% | 0% | -26% | 0.3%
COc1ccc(NC(=O)c2cc3ccc4c5ccccc5[nH]c4c3cc2O)cc1 | 8% | -7% | i | 0.4 | -7% | -1.0% | -2.3% | 19% | 10% | 0.0%
O=C(COc1ccc2c(c1)OCO2)NC12CC3CC(CC(C3)C1)C2 | 26% | -26% | i | 0.6 | 1% | -3.7% | -3.1% | -20% | 40% | 0.0%
COc1cccc(S(=O)(=O)Nc2ccc(C(=O)N3CCOCC3)cc2)c1 | -8% | -11% | i | 7.3 | 0% | 0.0% | -0.2% | -3% | 13% | -0.1%
CCn1c(COc2cccc(C)c2)nnc1SCC(=O)CC(=O)Nc1ccccc1OC | -14% | 6% | i | 1.9 | 3% | 2.4% | 36% | -3% | 12% | 0.2%
CSCCC(CO)NC(=O)OCc1ccccc1 (stereo unspecified) | 10% | 3% | i | 1.5 | -3% | -0.4% | -0.6% | 4% | 13% | -0.2%
COc1ccc(CCNC(=O)c2cc3c(=O)n(C)c4ccccc4c3n2C)c(OC)c1 | 16% | -14% | i | 0.2 | -2% | 2.8% | 1.2% | 26% | -12% | -0.1%
COCCN1CCN(c2cc(-c3ccccc3)nc3cc(-c4cccc(F)c4)nn23)CC1 | 9% | 22% | i | 0.4 | -4% | -5.3% | 2.0% | 2% | 10% | 0.6%
CCOC(=O)N1CCN(C(=O)C2CC(c3ccc(F)cc3)=NO2)CC1 (stereo unspecified) | -2% | 7% | i | 1.8 | 16% | -6.7% | -0.4% | 13% | -1% | -0.1%
COC(=O)C(NC(=O)CCc1c(C)nc2c(c(C)nn2-c2ccccc2)c1C)C(C)C (stereo unspecified) | -6% | -1% | i | 0.9 | 4% | 0.6% | -0.6% | -26% | -28% | 0.0%
COc1ccc(NC(=O)CC(C)(C)C)c([N+](=O)[O-])c1 | 14% | -9% | i | 7.7 | -16% | -4.1% | 0.9% | 21% | 20% | 0.0%
NCCc1nnc(SCc2ccccc2F)o1 | 1% | -19% | i | 1.8 | 16% | -0.2% | -0.2% | 5% | -23% | -0.1%
C=CCc1ccc(OCc2ccc(C(=O)OC)o2)c(OC)c1 | -6% | -50% | i | 0.8 | 1% | -5.3% | -3.1% | -47% | -3% | -0.1%
O=C(CSc1nnc(CNC(=O)c2cccs2)o1)Nc1ccccc1 | 0% | -40% | i | 0.7 | -17% | -3.1% | -1.7% | 13% | 9% | 0.0%
O=C(NNC(=O)c1ccc(F)cc1)c1ccncc1 | -9% | -15% | i | 0.5 | 8% | 3.2% | 1.3% | 10% | -47%[20 µM] | -0.2%
O=C(NCCN1CCOCC1)c1ccc(=O)oc1 | 8% | -20% | i | 0.4 | 5% | 0.4% | 1.6% | 2% | -38% | -0.2%
O=C(O)CSc1c2c(nc3cc(C(=O)NCCN4CCOCC4)ccc13)CCC2 | 13% | 92%* | · | · | -10% | 4.7% | -3.5% | 12% | 37% | -0.3%
NC(=NC1CCCCC1)NS(=O)(=O)c1ccccc1 | 10% | -12% | i | 0.9 | 6% | -0.6% | -0.5% | -10% | 15% | -0.1%
CCC(=O)Nc1ccc(N2CCN(C(=O)c3cccs3)CC2)cc1 | -12% | -5% | i | 0.2 | -21% | -2.0% | -1.6% | 3% | -49%[20 µM] | -0.1%
CCCCN(C)CCC(=O)Nc1ccc2c(c1)CCC2 | 12% | -36% | i | 0.1 | 6% | · | 0.8% | 14% | -33%[20 µM] | 0.3%
Cc1cc(-c2nnc(CCC(=O)N(C)Cc3cccc4ccccc34)o2)no1 | 11% | -20% | i | 1.2 | 15% | · | 2.3% | -30% | -14%[20 µM] | 1.0%
O=C(NCc1ccncc1)c1cnccn1 | -4% | -12% | i | 0.5 | -8% | -3.2% | -1.4% | 7% | 30% | -0.1%
COc1cccc(Nc2ccc(C(=O)O)cc2N)c1 | 4% | 6% | i | 0.5 | -8% | -2.6% | -2.8% | -9% | -5% | -0.3%
CC(=O)Nc1ccc(NC(=O)C2CC(=O)N(c3cccc(C)c3C)C2)cc1 (stereo unspecified) | 5% | -2% | i | 0.8 | 6% | -6.4% | 1.6% | 0% | -7% | -0.3%
O=C(CN1CCCCCC1)NC(c1ccccc1)c1ccccc1 | -17% | 34% | i | 0.4 | 8% | 3.9% | -1.3% | -10% | -30%[20 µM] | -0.1%
CCOC(=O)c1ccccc1NC(=O)CSc1nnc(Cc2cccn2C)n1-c1ccc(F)cc1 | 19% | 20% | i | 1.0 | 0% | 0.1% | -2.5% | 14% | -13% | -0.1%
Cc1cccnc1Nc1nc(-c2ccc(O)cc2)cs1 | -7% | -95% | i | 8.2 | 10% | -0.1% | -1.5% | -98% | 18% | -0.1%
